Bioassay records (PubChem BioAssay)
Giardia kill = kills Giardia lamblia; activity change, % at 7.66 µM, hits read low; Giardia lamblia trophozoite viability; 340,000 compounds, 0.15% hits; in the data active = activity change below about -80%; inconclusive = between about -30% and that limit;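 note: parasites exposed to compound for two days anaerobically before the ATP read; % is set by controls: 0 for no effect and ±100 for the full control effect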
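Trophozoite viability was measured as ATP-dependent luminescence, read 15-30 min after reagent addition. Before that, parasites at 100 cells/well were exposed to compounds for 48 h, anaerobically, at 37 deg C.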
PKM2 act = activators of human pyruvate kinase M2; AID 1631; 260,000 compounds, 0.34% hits; P14618; Potency, µM (doses to about 57.5 µM), without a hit: at the top dose activation, usual class: activators; purified PKM2, Kinase-Glo ATP luminescence, activation; response scale: 0% is enzyme alone, no compound; note: potency is the fitted concentration of half-maximal effect; % is set by controls: 0 for no effect and ±100 for the full control effect; nearly all actives have a fitted effect of over 55% in size
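Purified hPK-M2 (>95%) run at intermediate activity with 0.1 mM ADP and 0.5 mM PEP in 50 mM imidazole pH 7.2, KCl, MgCl2; 1 h room temperature. ATP formed read by Kinase-Glo luminescence; normalized to uninhibited and no-enzyme controls.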
B2AR arrestin = beta2AR (human) beta-arrestin recruitment activity. P07550. 330,000 compounds, 0.02% hits. beta-arrestin recruitment to beta2AR, cell-based reporter. Potency, µM (top dose mostly 46.1 µM), without a hit: at the top dose activation, usual class: activators;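 note: potency is the fitted concentration of half-maximal effect; 0% = DMSO controls and full agonism = EC100 isoproterenol or metaproterenol; nearly all actives have a fitted effect of over 65% in size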
Menin-MLL TR inh = displaces Texas Red mutant MLL peptide from human menin; Menin + Texas Red MLL mutant peptide, fluorescence polarization; Potency, µM (top dose mostly 61.6 µM), for inactives: at the highest dose FP activity change, negative = inhibition, most hits filed as inhibitors; 270,000 compounds, 0.23% hits; O00255; active = well fitted inhibition curve with a large enough effect in the polarisation, with a control signal flat, not every such curve was filed as active; inconclusive = small, poorly fitted or top-dose-only effect, or effect the other way, or a change in a side signal; inactive = no such curve, though single readings can be large or run the other way; the % refers to the polarisation; note: potency is the fitted concentration of half-maximal effect; % of control where 0% means no effect; many of its hits are not listed in these tables
PTAP TSG101 blk = blocks PTAP/TSG101 interaction to inhibit HIV-1 budding; Fluorescence polarization, FITC-PTAP peptide / Tsg101 binding; Potency, µM (highest dose often 115 µM), for inactives: at the top dose activity change, negative = inhibition, most hits filed as inhibitors; 340,000 tested, under 10 active; AID 493005; active = well fitted inhibition curve with a large enough effect in the main read-out, with a control signal flat, not every such curve was filed as active; inconclusive = small, poorly fitted or top-dose-only effect, or effect the other way, or a change in a side signal; inactive = no such curve, though single readings can be large or run the other way; note: potency is the fitted concentration of half-maximal effect; % of control where 0% means no effect
Target sequence (Q99816 whole entry, looked up): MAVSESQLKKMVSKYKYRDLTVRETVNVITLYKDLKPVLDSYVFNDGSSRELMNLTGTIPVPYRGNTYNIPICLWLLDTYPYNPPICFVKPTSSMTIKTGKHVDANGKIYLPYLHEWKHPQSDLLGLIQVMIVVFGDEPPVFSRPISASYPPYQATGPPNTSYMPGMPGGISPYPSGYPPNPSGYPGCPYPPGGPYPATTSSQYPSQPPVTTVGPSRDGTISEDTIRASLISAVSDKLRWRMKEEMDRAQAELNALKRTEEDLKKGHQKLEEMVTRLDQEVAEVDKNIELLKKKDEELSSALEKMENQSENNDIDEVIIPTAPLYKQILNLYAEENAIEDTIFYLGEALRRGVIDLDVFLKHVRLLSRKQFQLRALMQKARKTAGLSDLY
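Tsg101 binding domain (10 uM final) was mixed with compound and a FITC-labeled PTAP peptide (50 nM final) in HEPES pH 7.5 buffer with NaCl, Tween 20, EDTA and TCEP; fluorescence polarization was read after 20 min at r.t.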
Chronic BCR inh = chronic active BCR signaling inhibition | ABC-DLBCL IkBa-CBG/CBR reporter, luminescence ratio, 4 h | Potency, µM (highest dose often 46.1 µM), without a hit: top-dose ratio change, negative = lower green/red ratio, actives largely listed as inhibitors | 340,000 compounds, 0.05% hits | AID 493014; active = well fitted inhibition curve with a large enough effect in the signal ratio, with a control signal flat, not every such curve was filed as active; inconclusive = small, poorly fitted or top-dose-only effect, or effect the other way, or a change in a side signal; the % refers to the signal ratio;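 note: potency is the fitted concentration of half-maximal effect; plate controls were basal doxycycline-induced cells for no effect and cells given 10 µM MG132 for full effect; MG132 reads +100%, hits lower the ratio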
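Doxycycline induced both beetle luciferases in TMD8 lymphoma cells; IKK-driven degradation limits the IkappaBalpha-fused green signal, while red luminescence normalises for cell number and nonspecific effects. Compounds tested up to 46 uM, 4 hrs.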
Coupling enz = coupling enzyme interference in Giardia aldolase counter-screen | coupling enzyme system counterscreen, AmpLite Red fluorescence | activity change, negative = inhibition, % at 58.2 µM, hits read low | 290,000 compounds, 0.67% hits; in the data active = activity change below about -30%; note: % is set by controls: 0 for no effect and ±100 for the full control effect
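Counterscreen of the coupled detection system alone, without aldolase: glyceraldehyde-3-phosphate coupling enzymes plus AmpLite Red readout. Compounds at 57.5 uM final, 10 min RT preincubation, 20 min RT reaction, fluorescence 525/598 nm.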
S-ASM inh = blocks human secretory acid sphingomyelinase; P17405; placental ASM, HMU-PC fluorogenic substrate, 60 min; Potency, µM (titrated, usually from 57.5 µM), for inactives: at the top dose activity change, negative = inhibition, most hits filed as inhibitors; 340,000 compounds, 0.006% hits; note: potency is the fitted concentration of half-maximal effect
Target sequence (P17405 47-631 limits assumed): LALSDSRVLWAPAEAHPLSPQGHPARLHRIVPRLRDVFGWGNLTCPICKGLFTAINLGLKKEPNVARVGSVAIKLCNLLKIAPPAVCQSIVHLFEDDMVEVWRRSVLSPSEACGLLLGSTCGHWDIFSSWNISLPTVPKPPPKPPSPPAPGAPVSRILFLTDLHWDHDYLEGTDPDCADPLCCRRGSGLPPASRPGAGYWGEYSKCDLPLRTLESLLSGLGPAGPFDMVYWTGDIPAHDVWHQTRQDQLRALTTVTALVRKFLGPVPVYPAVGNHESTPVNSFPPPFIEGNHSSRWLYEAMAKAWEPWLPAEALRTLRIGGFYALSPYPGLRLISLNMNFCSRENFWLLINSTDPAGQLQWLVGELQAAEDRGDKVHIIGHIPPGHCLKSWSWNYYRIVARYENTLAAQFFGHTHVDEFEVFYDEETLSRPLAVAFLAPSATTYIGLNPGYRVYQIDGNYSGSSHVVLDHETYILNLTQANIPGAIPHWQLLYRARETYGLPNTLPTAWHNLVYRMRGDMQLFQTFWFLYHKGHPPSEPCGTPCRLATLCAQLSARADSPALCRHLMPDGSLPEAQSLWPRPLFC
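Steps: dispense placental human ASM, pin compound, wait 10 min at room temperature, add HMU-PC0 substrate at 9 uM final, incubate 60 min at 37 °C, add stop solution raising pH to 10, read fluorescence.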
Integrin act MD = activates integrin-mediated alleviation for muscular dystrophy. alpha7betagal myoblasts, beta-gal FDG fluorescence, 48 h. Potency, µM (top dose mostly 38.3 µM), inactives show at the highest dose activation, usual class: activators. 350,000 compounds, 0.064% hits;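 note: potency is the fitted concentration of half-maximal effect; 100% = response of the positive control SU9516; nearly all actives have a fitted effect of over 60% in size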
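Alpha7betagal+/- myoblasts (passage 13) were plated 16-24 hr, then exposed to compounds (1:260 dilution of DMSO stock) for 48 hours at 37C. After MPER lysis, β-galactosidase reporter activity was read as FDG fluorescence (ex 480/em 540) after 30 minutes.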
GALK inh = galactokinase (human) inhibition | Potency, µM (top dose mostly 57.5 µM), for inactives: top-dose activity change, negative = inhibition, most hits filed as inhibitors | AID 1868 | 270,000 compounds, 0.007% hits | P51570 | Purified GALK, Kinase-Glo residual ATP luminescence; note: potency is the fitted concentration of half-maximal effect; % is set by controls: 0 for no effect and ±100 for the full control effect
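Galactose (100 uM) and ATP (35 uM) were turned over by 5 nM GALK for 1 h at RT. Kinase-Glo Plus then converted the remaining ATP into a luminescent signal.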
Tb PFK block = inhibitors of T. brucei phosphofructokinase; O15648; T. brucei PFK, ADP-Glo luminescence; Potency, µM (doses to about 57.5 µM), without a hit: top-dose activity, negative = inhibition, usual class: inhibitors; 330,000 compounds, 0.17% hits; AID 485367;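 note: potency is the fitted concentration of half-maximal effect; 0% = uninhibited 1x PFK enzyme wells and -100% = no-enzyme wells; nearly all actives have a fitted effect of over 60% in size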
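Luminescent ADP detection (ADP-Glo, two-step: ATP depletion then ADP-to-ATP conversion for luciferase) reported PFK activity after 45 min room-temperature reaction of 1.25 nM enzyme with 0.5 mM F6P and 0.1 mM ATP at pH 8.0.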
An asterisk follows results filed as active; ? = inconclusive; . = no result given; & = joins results of further samples; [ ] = dose if it differs, or a comment. Unless noted, calls come from the whole dose curve; as a rule, active = well fitted curve in the direction sought with a large enough effect; inconclusive = small, poorly fitted or top-dose-only effect, or another doubt; inactive = no such curve, though single readings can be large; an effect the other way counts as inactive or inconclusive.

Order of values – PKM2 act, S-ASM inh, Giardia kill, GALK inh, PTAP TSG101 blk, Tb PFK block, Menin-MLL TR inh, B2AR arrestin, Chronic BCR inh, Integrin act MD, Coupling enz
COc1cc(C2NC(=O)c3ccccc3O2)cc(OC)c1OC (centres undefined)
    -2%, 0%, 11, 1%, -3%, 6%, -17%[11.7 µM], -1.1%, 0%, -25%, -1
CC(=O)N=c1sc(S(N)(=O)=O)nn1C
    17%, 3%, -15, 0%, -2%, ?, 0%, -0.7%, 9%, ., 2&0&3
O=C(O)CCC(=O)Nc1ccccc1C(=O)NCc1ccccc1
    3%, 2%, 4, 4%, 0%, 1%, 1%, -1.3%, ?, -8%, 1
CC(C)(C)C(=O)C(CO)(Oc1ccc(Cl)cc1)n1cncn1 (centres undefined)
    -2%, 0%, 4, -4%, -7%, -3%, -10%, 0.2%, 0%, 0%, -1
CC(C)NC(=O)c1ccccc1S(=O)(=O)c1ccccc1C#N
    4%, 2%, 1, -1%, -1%, 0%, 7%, 0.3%, -3%, 17%, 2
CC(=O)c1ccc(N2CCN(c3ccc(C(N)=O)cc3[N+](=O)[O-])CC2)cc1
    18%, -13%, 1, 4%, 0%, -2%, 20%, 0.0%, -1%, -13%, 5
Cc1ccc(NC(=O)Cn2cc3c(n2)CCC(C)C3)cc1 (centres undefined)
    -23%, -2%, -22, -2%, -8%, 0%, 3%, -0.2%, 1%, 19%, 4
CCOC(=O)c1ccc(NC(=O)COc2ccccc2OC)cc1
    3%, -1%, 7, -2%, -1%, -4%, ., 0.2%, -1%, 0%, -5
O=C(N/N=C/c1cccc(C(F)(F)F)c1)c1ccccc1O
    -2%, 0%, 3, -2%, 0%, 7%, ?, -0.7%, ?, 1%, 0
COc1cc(Cl)c([C@@H]2C[C@H]3CN(c4ccccc4)C(=O)[C@]34CCCN24)cc1OC
    0%, -1%, 34[activator], 3%, -2%, -5%, -12%, 0.1%, 3%, 17%, -1
Cc1[nH]nc(SCC(=O)NCc2ccc(F)cc2)c1[N+](=O)[O-]
    -1%, -2%, 3, 0%, -4%, -5%, 7%, -0.4%, 0%, -17%, 4
Nc1nc(-c2ccc(Cl)cc2)cn1N
    2%, 2%, 4, 3%, -1%, -9%, 0%, -0.8%, 0%, 8%, 1
O=C(N/N=C/c1ccc(OCc2ccccc2)cc1)c1cc[n+](Cc2ccccc2)cc1
    5%, -9%, -1, -4%, -3%, -8%, -11%, -0.4%, -10%, -15%, 4
Cc1cc(-c2ccc(C)c(S(=O)(=O)NCCC(C)N3CCCCCC3)c2)on1 (centres undefined)
    ., 3%, 18, 0%, 0%, 3%, 2%, -0.3%, -3%, -24%, 0
O=C(Cc1ccc(Cl)cc1)NC1CCCCCC1
    0%, -2%, 15, 5%, 0%, 1%, -8%, 0.5%, 0%, 8%, 0
Cc1ccc(OCCNc2ccc(S(=O)(=O)N3CCCC3)cn2)cc1
    ., -2%, -12, ., -4%, -16%, ., -1.1%, -4%, -42%, .
COc1ccc2sc(/C=C/c3ccccc3O)[n+](C)c2c1
    5%, -7%, -2, 2%, 37%[activator], -10%, ?, 0.1%, -4%, 0%, 0
CCCN1CCN(C(=O)CCS(=O)(=O)c2cc3c(cc2Cl)NC(=O)CO3)CC1
    14%, 2%, 10, ., 0%, 0%, 1%, 0.2%, ?, -8%, 1
CCCOc1ccc(N2C(=O)CC(N3CCN(CCN=CC4=C(O)CC(C)(C)CC4=O)CC3)C2=O)cc1 (centres undefined)
    -2%, -1%, 15, 2%, 0%, ?, -2%, -0.2%, -10%, 16%, 0
Cc1cc(C)n(/C(=C\N(C)C)C(=O)c2cccc([N+](=O)[O-])c2)n1
    ., 0%, 5, 0%, 4%, 0%, 2%, 0.6%, 2%, 3%, -2
COC(=O)CN(c1ccc(OC)c(OC)c1)S(C)(=O)=O
    8%, -1%, 111[activator], -4%, 2%, -9%, 3%, 0.1%, 0%, 27%, 1
O=C(NC(=S)N1CCc2ccccc21)c1ccco1
    0%, 4%, 6, 1%, -3%, 4%, 17%, 11%, 0%, 13%, 0
CCSc1nc2c(c(=O)[nH]c(=O)n2C)n1CC(O)COc1ccccc1C (centres undefined)
    -7%, 0%, 2, -3%, -8%, -3%, 1%, -0.9%, -9%, -8%[7.66 µM], -10
Cc1ccc(C)c(NS(=O)(=O)c2c(C)[nH]c(C)c2C(=O)N2CCCCC2)c1
    0%, -3%, -6, 0%, 1%, 0%, -4%, 0.2%, 3%, 11%, -1
COc1ccc(CNC(=O)C2CC(c3cc(C(F)(F)F)cc(C(F)(F)F)c3)=NO2)cc1 (centres undefined)
    -2%, -3%, -11, 1%, ., 0%, ., -1.0%, -1%, -21%, -4
O=C(COC(=O)COc1ccc(Cl)cc1)NCCCc1ccccc1
    ., -1%, -1, ., -8%, 0%, ., -1.3%, 1%, -13%, .
COc1ccc(OCc2nnc(SCC(=O)N3CCCC3)o2)cc1
    4%, 1%, 23, 0%, 2%, -11%, -10%, 0.4%, 10%, ?, 2
N#C/C(=C\c1ccc(N2CCOCC2)o1)C(=O)Nc1ccc(O)cc1
    1%, -15%, 6, -2%, ?, 1%, ?, 0.2%, ?, ?, -3
O=C(NNc1c2ccccc2nc2ccccc12)c1ccccc1O
    -2%, 26%, -3, -2%, 0%, -3%, ?, -1.0%, ?, -25%, 0
O=C(NCC1COc2ccccc2O1)Nc1ccccc1F (centres undefined)
    1%, -1%, -8, -5%, -5%, -6%, 1%, -0.5%, -2%, 5%, 0

Part of the list above in order of length of the SMILES, largest number first.
Order of values – PKM2 act, S-ASM inh, Giardia kill, GALK inh, PTAP TSG101 blk, Tb PFK block, Menin-MLL TR inh, B2AR arrestin, Chronic BCR inh, Integrin act MD, Coupling enz
COc1cc(Cl)c([C@@H]2C[C@H]3CN(c4ccccc4)C(=O)[C@]34CCCN24)cc1OC
    0%, -1%, 34[activator], 3%, -2%, -5%, -12%, 0.1%, 3%, 17%, -1
CC(=O)c1ccc(N2CCN(c3ccc(C(N)=O)cc3[N+](=O)[O-])CC2)cc1
    18%, -13%, 1, 4%, 0%, -2%, 20%, 0.0%, -1%, -13%, 5
COc1cc(C2NC(=O)c3ccccc3O2)cc(OC)c1OC (centres undefined)
    -2%, 0%, 11, 1%, -3%, 6%, -17%[11.7 µM], -1.1%, 0%, -25%, -1

Next part.
Order of values – PKM2 act, S-ASM inh, Giardia kill, GALK inh, PTAP TSG101 blk, Tb PFK block, Menin-MLL TR inh, B2AR arrestin, Chronic BCR inh, Integrin act MD, Coupling enz
COc1ccccc1Nc1nc2ccc(C)cc2cc1C#N
    0%, 14%, 17, 1%, ?, 1%, 36%[activator], -0.3%, 11%, ?, -5
CN(C(=O)c1ccccc1NC(=O)C(F)(F)F)c1ccccc1
    0%, 8%, -2, -2%, -9%, 1%, 5%, 0.2%, -2%, 1%, 2
CSc1nsc(SC)c1NC(=O)Nc1ccccc1C
    17%, 2%, 11, 10%, -2%, 2%, ?, 0.1%, 0%, 0%, 3
C/C(=N/NC(=O)CNC(=O)c1cccnc1)c1ccc(Cl)c(Cl)c1
    ., -3%, -17, -3%, -1%, -6%, 10%, 0.5%, -4%, -51%[inhibitor], 1
Cc1nc(-c2ccccc2)sc1C(N)=O
    -7%, -1%, 5, 0%, -2%, -3%, -7%, 3.5%, 7%, 15%, -2
CCOC(=O)c1sc2nc(-c3cccnc3)ccc2c1N
    -1%, 64%[activator], ?, 0%, 0%, 0%, ?, 0.0%, 2%, -1%, -4
Cn1cccc1Cc1nnc(SCC(=O)N2CCOCC2)n1-c1ccc(F)cc1
    12%, 2%, -4, -2%, 0%, -1%, -23%, -0.3%, -2%, 11%, -19
Cc1snc(S(=O)(=O)Cc2ccccc2Cl)c1C#N
    2%, -1%, 0, -1%, -6%, 1%, 5%, -0.2%, -3%, -18%, 4
COc1ccc2c(c1)CCc1c-2n[nH]c1C(=O)O
    7%, 0%, -22, 2%, -4%, -1%, -1%, 0.2%, 1%, 17%, 6
Cc1ccc(C(=O)N/C(=C\c2cccs2)c2nc3ccccc3[nH]2)cc1
    6%, 32%[activator], 10, 0%, 0%, 9%, -1%, 3.4%, 1%, 8%, 2

Some of the compounds tested (hit frequency here may not be typical).
